HIV peptide binding: inhibitors of HIV fusion peptide binding, primary screen, biochemical, uHTS, fluorescence dequenching (AID 1986) | one-dose inhibition, % at 20 µM; IC50 in µM for titrated hits | 290,000 compounds, 0.3% hits | cell-free peptide binding, fluorescence dequenching, 30 min; higher % means a stronger effect; in the data active = inhibition mostly above about 52%, no sharp cut-off; inactive = mostly below about 76%; also: some results filed as inactive read as strong as hits
GPR55 antagonists: GPR55 antagonists blocking LPI-driven arrestin recruitment, primary screen, imaging, U2OS, beta-arrestin-GFP, LPI agonist (AID 2013); inhibition, % at 10 µM; hits with a dose series show IC50 in µM; 290,000 compounds, 0.13% hits; U2OS GPR55 beta-arrestin-GFP translocation imaging, LPI antagonism; higher % means a stronger effect;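 active = spots per cell inhibited over 60%, with over 100 cells counted and total cytoplasm intensity under 500,000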;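 also: U2OS cells stably carrying GPR55 and arrestin-GFP stimulated by 5 µM LPI near EC80; imaged beta-arrestin-GFP aggregate spots per cell after agonist stimulation; plate controls were LPI-stimulated DMSO wells for no effect and DMSO wells without LPI for full effect; some results filed as inactive read as strong as hits; confirmed hits need IC50 under 10 µM and bright autofluorescent wells are also inconclusive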
GPR55 activation: GPR55 agonists via beta-arrestin recruitment, primary screen, imaging, U2OS cells, beta-arrestin-GFP redistribution (AID 1961); G-protein coupled receptor 55 (Homo sapiens); U2OS GPR55 beta-arrestin-GFP redistribution imaging; higher % means a stronger effect; activation, % at 10 µM, or EC50 in µM where a hit was titrated; 290,000 compounds, 0.048% hits;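 active = activation above 40% with more than 50 cells counted in the well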;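 also: U2OS osteosarcoma cells stably expressing GPR55 and beta-arrestin-GFP; plate controls were DMSO negative control for no effect and LPI positive control for full effect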
MgcRacGAP inhibition: MgcRacGAP GTPase-activating activity inhibitors, confirmation, biochemical, ADP Hunter fluorescence; AID 624330, 2012; MgcRacGAP-stimulated Rac1 GTP hydrolysis, ADP Hunter fluorescence; higher % means a stronger effect; GST-tagged Rac1 F28L mutant substrate; 340,000 compounds, 0.6% hits; inhibition, % at 30 µM; hits with a dose series show IC50 in µM;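 active = first-screen hits whose inhibition reached a set limit at any dose in the follow-up dose series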;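 also: fluorescence reports GDP produced by GAP-driven GTP hydrolysis; strong numbers were not always called active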
KOR beta-arrestin-1: KOR agonists, beta-arrestin recruitment, primary screen, cell-based, luminescence, uHTS (AID 1777); 280,000 compounds, 0.02% hits; activation, % at 10 µM; hits with a dose series show EC50 in µM; KOR beta-arrestin recruitment, luminescence; higher % means a stronger effect; Kappa-type opioid receptor (Homo sapiens); in the data active = activation above about 50%, passing the limit was not always enough; also: a part of the inactive calls stands beside numbers as strong as those of hits
KOR beta-arrestin-2: KOR antagonists, beta-arrestin recruitment, cell-based, luminescence, uHTS (AID 1778); Kappa-type opioid receptor (Homo sapiens); KOR beta-arrestin recruitment, luminescence, antagonist mode; higher % means a stronger effect; one-dose inhibition, % at 10 µM; IC50 in µM for titrated hits; 290,000 compounds, 0.091% hits; also: strong numbers were not always called active
NOD2 inhibition: NOD2 signaling inhibitors, cell-based, luminescence, uHTS, HEK293 (AID 1566) | HEK293 NOD2/NF-kB luciferase reporter, luminescence; higher % means a stronger effect | inhibition, % at 4 µM, or EC50 in µM where a hit was titrated | 290,000 compounds, 0.63% hits; also: many of its hits are not listed in these tables
NOD1 NF-kB reporter: NOD1 signaling inhibitors, primary screen, cell-based, luminescence, uHTS (AID 1578). NOD1-driven NF-kB luciferase reporter cells, luminescence; higher % means a stronger effect. one-dose inhibition, % at 4 µM; EC50 in µM for titrated hits. 290,000 compounds, 1% hits; in the data active = inhibition mostly above about 36%, no sharp cut-off; inactive = mostly below about 34%;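 also: HEK-293T reporter cells stimulated with the NOD1 agonist gamma-tri-DAP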
Large T inhibition: SV40 large T antigen inhibitors, biochemical (AID 1903); SV40 large T antigen ATPase/helicase inhibition assay; higher % means a stronger effect; one-dose inhibition, % at 20 µM; IC50 in µM for titrated hits; 310,000 compounds, 0.39% hits; in the data active = a potency from the dose series; also: strong numbers were not always called active
The depositor's hits bear a star; x = not tested or not shown; [ ] = dose if it differs, or a comment. Rule as the data show it, unless noted: active = inhibition above about 50%; inactive = the rest. These rows are one share of the data (hit frequency here may not be typical).

SMILES	HIV peptide binding	GPR55 antagonists	GPR55 activation	MgcRacGAP inhibition	KOR beta-arrestin-1	KOR beta-arrestin-2	NOD2 inhibition	NOD1 NF-kB reporter	Large T inhibition
O=C(c1c[nH]c(C(=O)C(Cl)(Cl)Cl)c1)c1c(F)cccc1F	1.1%	-2%	0.0%	16%	-3.3%	2%	17%	14%	6%
Cc1ccc(F)c(NC(=O)CCc2ccccc2)c1	1.6%	-8%	-0.1%	10%	-1.9%	17%	-10%	-1%	7%
CC(NC(=O)CCl)c1ccc(Cl)c(Cl)c1 (configuration not stated)	0.7%	1%	0.1%	2%	-4.9%	10%	-56%	93%*	-3%
CCOC(=O)c1ccc2nc(C)c(CCC(C)=O)c(Cl)c2c1	-1.0%	11%	-0.1%	-4%	-0.9%	-3%	-82%	-4%	-7%
CC(NC(=O)c1ccc(OC2CCN(Cc3ccccn3)CC2)cc1)c1ccccc1 (configuration not stated)	2.0%	4%	0.6%	8%	5.4%	-26%	-6%	34%	20%
Cc1cccc(OCC(=O)NNC(=O)C2CCCCC2C(=O)O)c1 (configuration not stated)	-3.7%	3%	-0.5%	7%	2.9%	-30%	15%	35%	9%
O=C(Cn1cnc2scc(-c3ccccc3)c2c1=O)N1CCOCC1	1.0%	-8%	-0.2%	1%	0.3%	37%	16%	-9%	2%
CCSC1(SCC)N=C(N)C2(C#N)C(c3ccccc3)NC(C)=C(C)C12C#N (configuration not stated)	0.0%	6%	0.4%	20%	-3.7%	29%	10%	-7%	10%
COc1cccc(C(=O)O/N=C(\N)CS(=O)(=O)c2ccccc2)c1	-0.9%	3%	0.3%	7%	-5.0%	34%	-6%	-25%	5%
CCCOc1ccc(C(=O)O/N=C(\CC)c2ccc(C)cc2)cc1	1.2%	6%	-0.5%	1%	3.6%	18%	10%	-24%	14%
CC1(C)Cc2c(c(-c3ccco3)[nH]c(=O)c2C#N)CO1	9.6%	2%	-0.5%	8%	-2.4%	2%	16%	-26%	20%
O=C(CCN1C(=O)c2ccccc2C1=O)Nc1ccc2c(c1)OCCO2	-0.7%	-20%	-0.1%	13%	1.6%	-18%	-12%	-5%	6%
COc1cccc(CNC(=O)C2CCC(CNc3c(N4CCC(C)CC4)c(=O)c3=O)CC2)c1 (configuration not stated)	0.6%	0%	-0.1%	3%	-1.4%	9%	26%	-4%	10%
Cc1ccccc1C(=O)c1cccn1CC(=O)NC1CCCC(C)C1C (configuration not stated)	-0.3%	1%	-0.1%	-36%	0.8%	-2%	9%	-25%	-1%
Cc1cc(CNC(=O)CC2C(=O)NCCN2Cc2ccccc2C(F)(F)F)on1 (configuration not stated)	2.2%	8%	0.2%	4%	-4.8%	-18%	7%	-11%	13%
CCOc1ccc(-c2nc(-c3cccs3)c(CC(=O)O)s2)cc1OC	1.9%	8%	0.4%	15%	-1.6%	-21%	-45%	-20%	14%
O=C(CNC(=O)c1ccccc1)NCC(=O)OCC(=O)c1ccccc1Cl	0.2%	4%	0.0%	7%	-5.3%	-2%	2%	-20%	x
COc1cc(/C=N/N=C2/NC(=O)C(Cc3ccccc3)S2)ccc1O (configuration not stated)	1.1%	-10%	-0.4%	16%	0.5%	-12%	-17%	-26%	34%
Cc1nn(C(=O)c2c([N+](=O)[O-])cnn2C)c(C)c1Cl	2.0%	10%	0.5%	5%	2.7%	-20%	5%	-20%	6%
COc1cc2c(cc1OC)CN(C(=O)CCCN1C(=O)c3ccccc3C1=O)CC2	2.9%	0%	0.3%	-9%	1.5%	15%	6%	2%	-1%
COc1ccccc1NC(=O)N1CCN(c2ccc(F)cc2)CC1	-1.8%	7%	-0.4%	6%	-5.1%	2%	10%	-28%	4%
C=CCOC(=O)C1=C(C)NC(=O)NC1c1cc(Cl)cc(Cl)c1OC (configuration not stated)	0.9%	3%	-0.2%	3%	-0.6%	10%	8%	-26%	6%
CCOC(=O)C1=C(C)N=C2SC(C(=O)OC)=CC(=O)N2C1c1ccc(OC)cc1 (configuration not stated)	-0.8%	24%	0.7%	10%	0.2%	4%	-18%	-15%	5%
CCCOc1ccc(OCCOCCNCc2ccccc2)cc1	1.8%	16%	-0.2%	19%	-2.0%	22%	-4%	-13%	1%
CC(C)NS(=O)(=O)c1ccc(OCC(=O)Nc2cccc(F)c2)cc1	1.0%	11%	-0.1%	8%	0.5%	-19%[20 µM]	-10%	-17%	15%
CCCC12CN3CC(C)(CN(C1)C31CCCCC1)C2=O	0.1%	8%	0.2%	11%	-9.4%	-9%	10%	0%	-1%
NC(=O)COc1c(-c2ccccc2)oc2ccccc2c1=O	-1.0%	19%	-0.1%	7%	-5.2%	5%	13%	14%	1%
CCCN(CC(=O)Nc1ccccc1C)C(=O)c1ccc(COc2ccccc2)cc1	0.7%	18%	0.0%	5%	-6.0%	12%	-46%	7%	3%
Cc1c(C)n(Cc2ccccc2)c2ncnc(NN)c12	-2.6%	-3%	-0.1%	x	1.3%	-11%	31%	-3%	>100µM*
CCNc1ccc(S(N)(=O)=O)cc1[N+](=O)[O-]	0.2%	9%	0.2%	3%	5.4%	19%	5%	-27%	7%
CCc1ccc(CN(C)Cc2nc(Cc3ccccc3)no2)nc1	0.1%	-8%	-0.2%	-2%	-4.4%	16%	6%	-24%	12%
N#C/C(=C\c1ccc(F)cc1)c1n[nH]c(Cn2cncn2)n1	-1.4%	1%	-0.2%	8%	0.1%	12%	2%	1%	2%
Cc1nc(NC(=O)CSc2nnc(-c3ccncc3)n2C)sc1C	-0.4%	-4%	-0.1%	0%	-2.3%	12%	17%	-20%	6%
CCN(CC)C(=O)C1CCCN(c2ccc([N+](=O)[O-])cc2)C1 (configuration not stated)	0.4%	0%	0.6%	8%	4.7%	0%[20 µM]	1%	27%	9%
CC(C)c1cc(CN2CCN(C3CCCC3)C(CCO)C2)[nH]n1 (configuration not stated)	-0.4%	-17%	0.2%	9%	-2.1%	-49%[20 µM]	11%	-11%	1%
O=C(Cn1nc(Br)nc1Br)c1ccccc1	1.6%	-3%	-0.1%	5%	-1.8%	-8%	-4%	-17%	21%
O=C(CN1CCCCC1)Nc1cccc(Br)c1	-1.0%	1%	0.3%	5%	-2.8%	28%	4%	-34%	4%
O=C(c1ccc([N+](=O)[O-])cc1)N1CCN=C1SCc1ccccc1	1.6%	7%	-0.2%	9%	-1.1%	10%	1%	-30%	0%
O=C(CCCn1c(SCc2cccc(F)c2)nc2ccccc2c1=O)NCC1CCCO1 (configuration not stated)	2.9%	5%	-0.3%	1%	-7.7%	15%	11%	12%	6%
C=CCn1c(C)cc(C(=O)COC(=O)/C=C/c2ccc(OC)cc2)c1C	-0.2%	6%	0.2%	4%	-0.3%	-6%	9%	-29%	4%
O=C(Cc1c(O)c2ccccc2[nH]c1=O)NC1CCCCCC1	-0.2%	-4%	0.6%	13%	5.5%	-35%	3%	4%	7%
Cc1ccc(C(=O)Nc2cccc(C(=O)NCc3ccccc3)c2)o1	-0.3%	x	-0.2%	4%	-3.7%	15%	-25%	-55%	4%
Cn1c(=O)c2c(ncn2CCc2ccccc2)n(C)c1=O	0.8%	-6%	-0.1%	3%	-5.3%	-3%[20 µM]	14%	-10%	0%
Cc1ccc(COCCN2CCN(S(=O)(=O)c3ccc(C)cc3)CCC2=O)cc1	-0.4%	2%	0.2%	9%	-0.9%	-11%	9%	-16%	8%
O=C(Nc1cccnc1)c1cccc(S(=O)(=O)N2CCc3ccccc32)c1	-1.2%	-2%	-0.1%	6%	-1.6%	-18%	17%	-9%	4%
COC(=O)C1CN(C(=O)COc2ccccc2)c2ccccc2O1 (configuration not stated)	-3.2%	4%	0.0%	11%	-2.9%	-8%	15%	16%	4%
O=C(c1ccco1)N1CCN=C1SCc1ccc(F)cc1	-2.2%	9%	0.8%	3%	-5.0%	-2%	2%	-15%	3%
COc1ccc(NC(=O)COC(=O)CNS(=O)(=O)c2ccccc2)cc1OC	-0.6%	14%	-0.2%	5%	-6.6%	14%	11%	-24%	1%
O=C(O)c1ccc(NC(=O)c2cccs2)cc1	1.1%	3%	0.1%	12%	-3.9%	14%	18%	-22%	1%
Cc1onc(-c2ccccc2)c1C(=O)Nc1nc2c(s1)CCCC2	-1.5%	2%	0.0%	4%	-2.8%	26%	-53%	-29%	1%
Cc1cc2c(c(=O)n1C)C(C(C)C)C(C#N)=C(N)O2 (configuration not stated)	0.8%	12%	-0.2%	7%	2.3%	5%	6%	-13%	-1%
COc1ccc(CCNC(=O)COc2ccc(S(=O)(=O)N3CCCC3)cc2)cc1	0.7%	1%	0.5%	7%	-0.9%	10%[20 µM]	2%	-9%	24%
Cc1cccc(C)c1NC(=O)COC(=O)c1ccccc1[N+](=O)[O-]	2.2%	17%	-0.4%	12%	-0.9%	-1%	-1%	-34%	5%

Bioassay records deposited in PubChem by several laboratories.
